Compound activity: PubChem, National Center for Advancing Translational Sciences (NCATS)
TSG101-PTAP inh – blocks PTAP/TSG101 interaction to inhibit HIV-1 budding. Q99816. Fluorescence polarization, FITC-PTAP peptide / Tsg101 binding. Potency, µM (series often up to 115 µM), without a hit: at the top dose activity change, negative = inhibition, usual class: inhibitors. 340,000 tested, under 10 active. AID 493005; active means well fitted inhibition curve with a large enough effect in the main read-out, with a control signal flat, not every such curve was filed as active; inconclusive means small, poorly fitted or top-dose-only effect, or effect the other way, or a change in a side signal; inactive means no such curve, though single readings can be large or run the other way; further: potency means the concentration at half of the fitted maximal effect; % of control where 0% means no effect
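Fluorescence polarization binding of Tsg101 binding domain (10 uM final) to FITC-labeled PTAP peptide (50 nM final) in HEPES pH 7.5 buffer with NaCl, Tween 20, EDTA, TCEP. Compounds added before peptide; binding 20 min at RT.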
Mito fusion act – inhibitors of mitochondrial division or activators of mitochondrial fusion | S. cerevisiae fusion-defective mutant growth rescue, CellTiterGlo 48 h | Potency, µM (highest dose often 46.1 µM), for inactives: top-dose growth rescue (activation), actives largely listed as activators | hit rate 0.23% among 320,000 | AID 485298;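 further: potency means the concentration at half of the fitted maximal effect; % of control where 0% means no effect; nearly all actives have a fitted effect of over 45% in size; temperature-sensitive fusion mutants such as fzo1-1 at 37 °C on non-fermentable ethanol glycerol medium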
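Compounds are tested for their ability to restore growth of mitochondrial fusion-defective yeast strains at non-permissive 37C in YPEG medium over 48 hours. Viability is quantified by luciferase luminescence.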
ASM inhibitor – inhibitors of human secretory acid sphingomyelinase; AID 504937; placental ASM, HMU-PC fluorogenic substrate, 60 min; hit rate 0.006% among 340,000; Potency, µM (doses to about 57.5 µM), for inactives: at the top dose activity change, negative = inhibition, actives largely listed as inhibitors; further: potency means the concentration at half of the fitted maximal effect
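Fluorogenic HMU-PC substrate (9 uM final) is turned over by placental ASM in 60 min at 37 C after a 10 min compound preincubation. Reaction ended by alkaline stop (pH 10), with fluorescence read at 386/447 nm.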
AT treatment – candidate therapy for ataxia-telangiectasia. […] A-T fibroblasts, KAP-1 phosphorylation AlphaLISA; neocarzinostatin DNA damage 30 min before lysis. Potency, µM (doses to about 57.5 µM), inactives show at the highest dose activation, hits mostly activators. hit rate 0.19% among 320,000; further: potency means the concentration at half of the fitted maximal effect; % of control where 0% means no effect; nearly all actives have a fitted effect of over 45% in size
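ATM-like activity read as KAP-1 phosphorylation via AlphaLISA donor/acceptor antibody pairs after lysis and 6 hr at 25C. Cells were ATM-null patient fibroblasts ([…], hTERT), dosed 60 min, then exposed to the DSB inducer NCS for 30 min.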
TSHR antagonist – blocks TSH signaling through the human TSH receptor; P16473; TSHR-expressing cells, TSH-stimulated cAMP HTRF, 2 h; stronger effect = lower value; activity change, negative = inhibition, % at 11.5 µM; hit rate 0.2% among 330,000; AID 504810;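 active means activity change below a set negative limit, meaning inhibition stronger than a set level, cut at about -70% in these data; inconclusive means activity change between two set negative limits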; further: on the % scale 0 is the no-effect control and ±100 the full control effect
Target sequence (P16473 whole entry, looked up): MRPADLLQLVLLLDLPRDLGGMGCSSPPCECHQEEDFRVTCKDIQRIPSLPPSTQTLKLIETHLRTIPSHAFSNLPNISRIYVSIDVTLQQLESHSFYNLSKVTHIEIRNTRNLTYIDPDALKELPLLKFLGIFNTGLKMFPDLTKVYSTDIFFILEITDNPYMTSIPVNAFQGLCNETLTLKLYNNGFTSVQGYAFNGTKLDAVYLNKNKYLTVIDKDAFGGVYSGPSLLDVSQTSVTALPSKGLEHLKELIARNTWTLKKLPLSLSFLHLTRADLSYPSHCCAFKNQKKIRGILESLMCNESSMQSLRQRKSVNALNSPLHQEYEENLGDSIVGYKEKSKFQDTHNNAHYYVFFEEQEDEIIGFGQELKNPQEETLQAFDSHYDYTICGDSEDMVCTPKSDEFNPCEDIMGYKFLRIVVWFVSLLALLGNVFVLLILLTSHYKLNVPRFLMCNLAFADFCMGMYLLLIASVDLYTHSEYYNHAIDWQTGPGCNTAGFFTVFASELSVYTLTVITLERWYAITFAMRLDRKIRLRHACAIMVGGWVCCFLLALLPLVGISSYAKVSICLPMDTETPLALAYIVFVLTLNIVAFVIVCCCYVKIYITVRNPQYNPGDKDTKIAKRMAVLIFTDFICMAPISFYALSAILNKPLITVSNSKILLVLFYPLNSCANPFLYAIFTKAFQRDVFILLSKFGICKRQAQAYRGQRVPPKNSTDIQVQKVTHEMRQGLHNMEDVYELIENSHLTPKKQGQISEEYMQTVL
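Cell-based HTRF cAMP assay; TSHR cells + compound, TSH EC80 (4nM final), 2 h, 37 deg C. Lysis with anti-cAMP cryptate and cAMP-d2, 30 min RT, read 665/620 nm.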
BCR signal inh – blocks chronic active B-cell receptor signaling; ABC-DLBCL IkBa-CBG/CBR reporter, luminescence ratio, 4 h; Potency, µM (doses to about 46.1 µM), for inactives: at the highest dose ratio change, negative = lower green/red ratio, hits mostly inhibitors; hit rate 0.05% among 340,000; AID 493014; active means well fitted inhibition curve with a large enough effect in the signal ratio, with a control signal flat, not every such curve was filed as active; inconclusive means small, poorly fitted or top-dose-only effect, or effect the other way, or a change in a side signal; the % refers to the signal ratio;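 further: potency means the concentration at half of the fitted maximal effect; plate controls were basal doxycycline-induced cells for no effect and cells given 10 µM MG132 for full effect; MG132 reads +100%, hits lower the ratio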
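Doxycycline induced both beetle luciferases in TMD8 lymphoma cells; IKK-driven degradation limits the IkappaBalpha-fused green signal, while red luminescence normalises for cell number and nonspecific effects. Compounds tested up to 46 uM, 4 hrs.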
Tb PFK inh – blocks T. brucei phosphofructokinase | T. brucei PFK, ADP-Glo luminescence | AID 485367 | O15648 | Potency, µM (top dose mostly 57.5 µM), for the others: top-dose activity, negative = inhibition, most hits filed as inhibitors | hit rate 0.17% among 330,000;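 further: potency means the concentration at half of the fitted maximal effect; 0% = uninhibited 1x PFK enzyme wells and -100% = no-enzyme wells; nearly all actives have a fitted effect of over 60% in size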
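Compounds were pin-transferred as a titration series up to 57 uM into substrate buffer (0.5 mM F6P, 0.1 mM ATP, pH 8.0), then 1.25 nM PFK was added and reactions ran 45 min before ADP-Glo detection.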
Eya2 phos inh – Eya2 (human) phosphatase inhibition | Potency, µM (titrated, usually from 76.9 µM), without a hit: at the top dose activity, negative = inhibition, hits mostly inhibitors | recombinant Eya2, OMFP fluorescence dephosphorylation (OMFP is methylfluorescein phosphate) | hit rate 0.006% among 330,000 | O00167; further: potency means the concentration at half of the fitted maximal effect; on the % scale 0 is the no-effect control and ±100 the full control effect
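Eya2 protein (added as 0.2 uM solution) was preincubated with compound for 10 min at ambient temperature in 50 mM HEPES pH 7.5, 50 mM NaCl, 5 uM MgCl2, 0.05% BSA, 1 mM DTT. OMFP (added at 50 uM) then reacted 10 min; fluorescence read at 485/525 nm.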
ELG1 DNA repair – blocks ELG1-dependent DNA repair in HEK293T cells. HEK293T ELG1-luciferase reporter, luminescence, 16 h; DNA damage induced by 5-fluorouridine. Potency, µM (doses to about 46.1 µM), without a hit: at the top dose activity change, negative = inhibition, hits mostly inhibitors. hit rate 2.3% among 330,000; further: potency means the concentration at half of the fitted maximal effect; on the % scale 0 is the no-effect control and ±100 the full control effect; nearly all actives have a fitted effect of over 55% in size
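Luminescence from the luciferase reporter, measured 30 min after ONE-Glo reagent at room temperature, was the read-out. Beforehand, 2,000 cells per well were exposed for 16 hr at 37 °C to 5-fluorouridine together with compound or vehicle.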
a7 integrin act – integrin-mediated muscular dystrophy alleviation activation; AID 624291; Potency, µM (top dose mostly 38.3 µM), for inactives: at the highest dose activation, usual class: activators; hit rate 0.064% among 350,000; alpha7betagal myoblasts, beta-gal FDG fluorescence, 48 h;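 further: potency means the concentration at half of the fitted maximal effect; 100% = response of the positive control SU9516; nearly all actives have a fitted effect of over 60% in size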
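alpha7betagal+/- myoblasts (passage 13, 250/well) treated 48 h at 37C with compounds at 1:260 dilution of DMSO stock. Lysed, then beta-galactosidase activity read as FDG fluorescence (ex 480/em 540) after 30 min, with pre-read for autofluorescence.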
TCR activator – activators of T cell receptors; AID 504894; 330,000 tested, under 10 active; primary human leukocytes, anti-CD3, IL-2 HTRF, 48 h; Potency, µM (series often up to 9.22 µM), without a hit: at the highest dose activation of IL-2 secretion, actives largely listed as activators; further: % of control where 0% means no effect
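Using a-CD3 beads without co-stimulation, primary human leukocytes were exposed to compounds for 48 hr. An HTRF IL-2 kit measured the cytokine, with europium-to-d2 energy transfer producing emission at 665nm upon 320nm excitation.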
Active calls of the source: *; ? = inconclusive; . = not tested or not shown; [ ] = dose if it differs, or a comment. Unless noted, the call rests on the fitted dose curve; in most records, active means well fitted curve in the direction sought with a large enough effect; inconclusive means small, poorly fitted or top-dose-only effect, or another doubt; inactive means no such curve, though single readings can be large; an effect the other way counts as inactive or inconclusive.

SMILES	TSG101-PTAP inh	Mito fusion act	ASM inhibitor	AT treatment	TSHR antagonist	BCR signal inh	Tb PFK inh	Eya2 phos inh	ELG1 DNA repair	a7 integrin act	TCR activator
CC(C)C1N=C2c3ccccc3N=C(SCC(=O)NCCc3ccc(S(N)(=O)=O)cc3)N2C1=O (centres undefined)	-4%	16%	46%[activator]	4%	36	9%	-12%	17%	?	5%	-14%
COc1cc(C2C(C(=O)c3ccc(C)o3)=C(O)C(=O)N2c2cc(C)on2)cc(OC)c1OC (centres undefined)	-2%	5%	-1%	0%	5	7%	0%	-17%	-2%	22%	5%
Cc1ccc(CNC(=O)C(C)OC(=O)c2ccco2)cc1 (centres undefined)	.	-1%	1%	-1%	3	-1%	6%	13%	-2%	2%	.
CCOC(=O)C1=C(NC(=S)NC(=O)c2ccccc2)c2ccccc2CC1C(C)C (centres undefined)	-1%	0%	-3%	-7%	2	21%	6%	-21%	-2%	-43%	-6%
COc1ccc(/C=N/NC(=O)c2ccc(NC(=O)c3ccccc3Br)cc2)cc1	-3%	0%	-4%	-1%	-4	-2%	-2%	7%	?	25%	3%[46.1 µM]
CCCCCn1c(CN2CCN(C(=O)c3ccco3)CC2)nc2c1c(=O)n(C)c(=O)n2C	-2%	30%	-1%	5%	-15	-8%	2%	-9%	-2%	26%	-3%
COc1ccccc1OCCOc1ccc(/C=C2\C(=N)N3N=C(S(C)(=O)=O)SC3=NC2=O)cc1	-6%	-1%	2%	-3%	-10	1%	-13%	-2%	-6%	-4%	2%
Cc1nc2ccccc2c(=O)n1CCCN1CCOCC1	0%	0%	6%	-11%	-1	2%	0%	6%	-1%	0%	-4%
CC(=O)NC1C(Oc2ccc(C)cc2)OC2COC(c3ccco3)OC2C1O (centres undefined)	-4%	-2%	1%	8%	-6	-4%	6%	-12%	11%	1%	-7%[46.1 µM]
C#CCNC(=O)C1=C[C@H](c2coc3ccccc3c2=O)[C@@H](CCCO)[C@H](OCC)O1	0%	-2%	-2%	-5%	6	19%	2%	1%	-14%	4%	2%
C=CCNC(=O)NC(=O)Cn1c(=O)c2c(ncn2CC)n(Cc2ccccc2)c1=O	-7%	-1%	2%	16%	18	?	12%	8%	?	-18%	-1%
CC1CCN(C(=O)C2CCN(S(=O)(=O)c3ccc(-n4cnnn4)cc3)CC2)CC1	0%	0%	0%	4%	7	-1%	-1%	-4%	-18%	-20%	-3%
Cc1cccc(N(C(=O)c2snc(C(N)=O)c2N)C(C(=O)NCC2CCCO2)c2ccc3ncccc3c2)c1 (centres undefined)	0%	-1%	.	4%	-1	-11%	-1%	-6%	?	-6%	-9%
S=c1[nH]nc(Cc2c[nH]c3ccccc23)o1	-3%	1%	-2%	-2%	-6	-11%	0%	6%	3%	-8%	-17%
CC1(C)CC(=O)C(C=Nc2ccc3[nH]ncc3c2)=C(O)C1	-1%	3%	10%	-12%	-10	?	-5%	-7%	-11%	-28%	-3%
CCCCn1c(N)c(N(CC(C)C)C(=O)c2cc(C)nc3ccccc23)c(=O)[nH]c1=O	0%	6%	.	8%	43	-2%	-9%	12%	8%	6%	3%
COC1(c2cc(-c3ccccc3)nc(N)n2)CCCCC1	1%	7%	-1%	4%	-13	12%	-2%	4%[15.4 µM]	?	18%[7.66 µM]	.
CCOC(=O)C1CCN(C(=O)CCc2nnc3ccc(N4CCN(C)CC4)nn23)CC1	0%	1%	8%	-3%	38	5%	3%	-1%	2%	-15%	-2%
CCOc1cc(/C=N/NC(=O)c2ccncc2)ccc1OC(=O)c1ccc([N+](=O)[O-])cc1	-5%	-8%	-2%	2%	3	0%	9%	-1%	-4%	-24%	1%
O=C(c1cc2ccccc2oc1=O)N(Cc1cccs1)C1CCS(=O)(=O)C1 (centres undefined)	0%	-1%	0%	-1%	0	-3%	7%	2%	?	-38%	2%
CCOc1ccc(C(=O)C(C)=O)c(OCC)c1	-8%	2%	-1%	1%	6	4%	-1%	15%	3%	2%	1%
C=CCn1c(=O)/c(=C\c2ccsc2)s/c1=C(/C#N)C(=O)NCCN1CCOCC1	-7%	3%	9%	-4%	-7	1%	7%	24%	15%	-27%	4%
C=CCNC(=O)CSc1nc2scc(-c3ccco3)c2c(=O)n1CC=C	0%	3%	-1%	1%	-4	6%	-15%	-5%	-10%	-10%	-5%
O=C(COc1ccc(Br)cc1)Nc1ccc(N2CCOCC2)cc1N1CCOCC1	-1%	6%	2%	3%	3	?	-2%	19%	9%	5%	-2%

In another format: 3 of the compounds above
Every second line gives: TSG101-PTAP inh | Mito fusion act | ASM inhibitor | AT treatment | TSHR antagonist | BCR signal inh | Tb PFK inh | Eya2 phos inh | ELG1 DNA repair | a7 integrin act | TCR activator
- C=CCNC(=O)CSc1nc2scc(-c3ccco3)c2c(=O)n1CC=C
→ 0% | 3% | -1% | 1% | -4 | 6% | -15% | -5% | -10% | -10% | -5%
- S=c1[nH]nc(Cc2c[nH]c3ccccc23)o1
→ -3% | 1% | -2% | -2% | -6 | -11% | 0% | 6% | 3% | -8% | -17%
- COC1(c2cc(-c3ccccc3)nc(N)n2)CCCCC1
→ 1% | 7% | -1% | 4% | -13 | 12% | -2% | 4%[15.4 µM] | ? | 18%[7.66 µM] | .

(continued)
SMILES	TSG101-PTAP inh	Mito fusion act	ASM inhibitor	AT treatment	TSHR antagonist	BCR signal inh	Tb PFK inh	Eya2 phos inh	ELG1 DNA repair	a7 integrin act	TCR activator
CCOC(=O)c1ccc2ncc(C(=O)OCC)c(NCc3ccco3)c2c1	-6%	-1%	-2%	7%	-14	?	3%	10%[15.4 µM]	?	-12%	10%
Cc1cc(C)cc(NS(=O)(=O)c2ccc3[nH]cc(C(=O)N4CCc5ccccc54)c(=O)c3c2)c1	0%	0%	0%	1%	2	?	0%	0%	-23%	26%	0%
Cc1ccc2nc(-c3ccc(N4C(=N)SC5CS(=O)(=O)CC54)cc3)sc2c1 (centres undefined)	-1%	0%	126%[activator]	-5%	4	15%	4%	-15%	?	17%	-8%[46.1 µM]
O=C(c1cccc(NC2=NC3CS(=O)(=O)CC3S2)c1)N1CCN(c2cccc(Cl)c2)CC1 (centres undefined)	1%	-1%	-2%	-5%	-10	-12%	1%	7%	-13%	0%	2%
CSc1nnc(C)c(/C=C/Nc2ccc(F)cc2)n1	-6%	-1%	-5%	5%	-2	-21%	2%	3%	-22%	1%	1%
COc1ccc(C(=O)Nc2ccc(OCC(F)(F)C(F)F)c(C(F)(F)F)c2)cc1OC	?	-2%	?	-4%	-16	?	0%[0.46 µM]	-1%	-24%	-56%[inhibitor]	-11%
CCc1nnc(NS(=O)(=O)c2ccc(N=Cc3c(C)[nH]n(-c4ccc(C)c(C)c4)c3=O)cc2)s1	1%	-21%	-12%	-3%	2	18%	3%	-12%	?	-18%	-2%[46.1 µM]
CCOC(=O)Cc1[nH]nc2c1C(c1cc(OC)ccc1OC)C(C#N)=C(N)O2 (centres undefined)	-5%	-1%	-2%	5%	3	-1%	?	21%	0%	-10%	-15%
O=C(NN=C1C2CC3CC(C2)CC1C3)c1ccncc1	-5%	1%	1%	-5%	14	?	-1%	-3%	4%	-11%	5%

Only TSG101-PTAP inh, Tb PFK inh and Mito fusion act, for 2 of the compounds above:
| SMILES | TSG101-PTAP inh | Tb PFK inh | Mito fusion act |
| --- | --- | --- | --- |
| CSc1nnc(C)c(/C=C/Nc2ccc(F)cc2)n1 | -6% | 2% | -1% |
| CCOC(=O)Cc1[nH]nc2c1C(c1cc(OC)ccc1OC)C(C#N)=C(N)O2 (centres undefined) | -5% | ? | -1% |
